B2AR arrestin ag: agonists recruiting beta-arrestin to human beta2-adrenergic receptor; P07550; HTLA Tango cells, beta-arrestin recruitment, luciferase luminescence, 18 h; Potency, µM (titrated, usually from 46.1 µM), for the others: at the top dose activation, actives largely listed as activators; 44,000 tested, under 10 active; AID 1347077;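 further: potency means the concentration at half of the fitted maximal effect; 0% = DMSO and full agonism = EC100 isoproterenol or metaproterenol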
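Ligand-induced beta-arrestin recruitment to recombinant beta2-AR is measured via a tTA-driven luciferase reporter in Tango cells after 18 hr compound exposure at 37 degrees C. Concentrations span up to 46 microM.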
p53null 39C tox: selectivity test: cytotoxicity in p53 null cells, nonpermissive temperature; H1299 p53-null (neo) cells, 39C, ATPlite viability, 24 h; AID 904; 55,000 compounds, 0.97% hits; Potency, µM (doses to about 46.1 µM), for the others: at the top dose activity, negative = cell killing, hits mostly cytotoxic;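 further: potency means the concentration at half of the fitted maximal effect; 0% = DMSO only and -100% = full killing by 100 µM tamoxifen; nearly all actives have a fitted effect of over 50% in size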
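Luminescent ATP signal reported cell survival after H1299 lines (neo, p53 null; or p53 A138V) received up to 46 uM compound and 24 hr incubation at 39C.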
GALK inhibitor: inhibits human galactokinase | P51570 | recombinant GALK, Kinase-Glo ATP luminescence, 1 h | Potency, µM (titrated, usually from 57.5 µM), for the others: at the top dose activity, negative = inhibition, hits mostly inhibitors | 44,000 tested, under 10 active | AID 1347072;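 further: plate controls were full GALK reaction for no effect and reaction lacking GALK for full effect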
Target sequence (P51570 whole entry, looked up): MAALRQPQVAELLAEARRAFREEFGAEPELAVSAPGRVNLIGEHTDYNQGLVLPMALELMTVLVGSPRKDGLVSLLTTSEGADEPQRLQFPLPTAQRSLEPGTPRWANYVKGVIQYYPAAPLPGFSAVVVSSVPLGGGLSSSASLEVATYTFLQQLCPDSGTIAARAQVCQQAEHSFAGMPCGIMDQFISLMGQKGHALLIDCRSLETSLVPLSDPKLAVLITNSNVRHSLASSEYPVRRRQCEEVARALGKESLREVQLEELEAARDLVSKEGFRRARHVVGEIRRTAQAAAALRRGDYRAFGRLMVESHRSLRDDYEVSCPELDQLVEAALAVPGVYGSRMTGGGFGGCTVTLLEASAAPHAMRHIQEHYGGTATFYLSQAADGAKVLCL
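Compounds were pinned into ATP buffer, then GALK-galactose mix was added (final 5 nM enzyme, 35 uM ATP, 100 uM galactose, pH 8.0). After 1 h at room temperature, Kinase-Glo Plus was added and luminescence read.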
PTAP-TSG101 blk: blocks PTAP binding to human TSG101, validation. Q99816. Fluorescence polarization, FITC-PTAP peptide/Tsg101, 20 min. Potency, µM (highest dose often 115 µM), for inactives: top-dose activity change, negative = inhibition, hits mostly inhibitors. 44,000 tested, under 10 active; further: potency means the concentration at half of the fitted maximal effect; 0% is about no effect
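Read-out is FITC fluorescence polarization. Compounds were added to Tsg101 binding domain (10 uM final), then FITC-PTAP peptide (50 nM final), 20 min at r.t. Total S+P intensity flags fluorescent compounds.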
FH mod: Identification of activators of human fumarate hydratase by quantitative high-throughput screening; Fumarate hydratase, mitochondrial (Homo sapiens), P07954; FH coupled MDH/diaphorase resazurin fluorescence, 15 min; Potency, µM (series often up to 79.9 µM), inactives show top-dose activity change, negative = inhibition, usual class: inhibitors; 54,000 compounds, 0.22% hits; further: potency means the concentration at half of the fitted maximal effect; on the % scale 0 is the no-effect control and ±100 the full control effect; the screen sought activators but most active calls are inhibition curves; nearly all actives have a fitted effect of over 45% in size
Target sequence (P07954 whole entry, looked up): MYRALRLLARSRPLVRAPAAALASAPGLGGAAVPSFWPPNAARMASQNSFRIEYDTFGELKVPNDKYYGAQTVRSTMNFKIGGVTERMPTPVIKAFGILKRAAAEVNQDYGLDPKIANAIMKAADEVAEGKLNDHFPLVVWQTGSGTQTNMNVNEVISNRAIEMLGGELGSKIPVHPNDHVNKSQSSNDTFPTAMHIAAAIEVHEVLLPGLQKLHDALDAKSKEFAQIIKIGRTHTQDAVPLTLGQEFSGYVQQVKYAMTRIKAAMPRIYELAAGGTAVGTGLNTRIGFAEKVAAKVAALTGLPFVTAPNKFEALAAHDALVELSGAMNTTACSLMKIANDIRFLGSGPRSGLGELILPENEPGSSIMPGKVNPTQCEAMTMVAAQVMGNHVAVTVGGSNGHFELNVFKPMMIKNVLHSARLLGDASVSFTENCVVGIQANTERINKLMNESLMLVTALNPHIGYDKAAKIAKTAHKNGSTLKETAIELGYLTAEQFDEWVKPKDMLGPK
NTMT1 inh: inhibitors of human N-terminal methyltransferase NTMT1; NTMT1 MTase-Glo SAH luminescence, purified enzyme; 59,000 compounds, 2.5% hits; Q9BV86; Potency, µM (doses to about 114 µM), without a hit: top-dose activity change, negative = inhibition, actives largely listed as inhibitors; AID 1645870;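 further: potency means the concentration at half of the fitted maximal effect; plate controls were DMSO vehicle for no effect and no enzyme for full effect; nearly all actives have a fitted effect of over 65% in size; many of its hits are not listed in these tables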
p53null 32C kill: selectivity test: cytotoxicity in p53 null cells, permissive temperature; H1299-neo p53 null cells, ATP luminescence, 24 h, 32C; Potency, µM (series often up to 46.1 µM), for the others: at the highest dose activity change, negative = cytotoxicity, most hits filed as cytotoxic; 55,000 compounds, 0.62% hits; AID 903;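 further: potency means the concentration at half of the fitted maximal effect; 0% = DMSO only and -100% = full killing by 100 µM tamoxifen; nearly all actives have a fitted effect of over 55% in size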
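ATP-content luminescence in p53-null H1299-neo cells after 24 h compound exposure (up to 46 uM) at 32C permissive temperature; 0% and 100% killing set by DMSO and 100 uM tamoxifen; Hill-equation AC50.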
* = called active by the depositor; u = inconclusive; x = not tested or not shown; & = joins results of further samples; [ ] = another dose, or the depositor's remark. The call rests on the fitted dose curve; in most records, active means well fitted curve in the direction sought with a large enough effect; inconclusive means small, poorly fitted or top-dose-only effect, or another doubt; inactive means no such curve, though single readings can be large; an effect the other way counts as inactive or inconclusive. Some of the compounds tested; count on the stated rates, not on these rows.

No.	canonical_smiles	FH mod	B2AR arrestin ag	NTMT1 inh	p53null 39C tox	GALK inhibitor	p53null 32C kill	PTAP-TSG101 blk
1	Cc1oc2ccc(O)c(CN3CCC(C)CC3)c2c1C(=O)Nc1ccccc1	x	0%	x	18%	3%	14%	0%
2	Cc1ccc(NC(=O)c2cc(S(=O)(=O)N3CCC(C)CC3)cn2C)cc1Cl	-4%	-1%	89µM*	8%	-3%	8%	-2%
3	COc1ccc(-n2ncc(C(=O)N3CCN(C4CCCCC4)CC3)c2C2CCN(C(=O)OC(C)(C)C)CC2)cc1	-2%	1%	11%	-9%	3%	2%	-2%
4	COc1ccc(NC(=O)Cn2c(=O)n(-c3ccc(OC)cc3)c(=O)c3ccc(C(=O)NCc4ccc(C)cc4)cc32)cc1	11%	1%	0%	-28%	1%	-14%	1%
5	Nc1c(C(=O)Nc2ccccc2)sc2nc3c(cc12)CN(Cc1ccccc1)CC3	u	1%	-1%	-28%	-1%	-4%	-9%
6	COc1ccc(-c2cc(C(=O)Oc3ccccc3)c3cc(C)ccc3n2)cc1	-43%	0%	6%	1%	-16%	-5%	2%
7	Cc1nc2sc(C(N)=O)c(N)c2c(-c2ccc(Br)cc2)c1C(=O)Nc1ccc(Cl)cc1	-14%	0%	-20%	u	3%	u	-3%
8	CCOC(=O)c1c(Nc2ccc(O)cc2)nnc(-c2ccccc2)c1-c1ccccc1	-6%	-2%	-2%	13%	-12%	-4%	2%
9	COc1ccc(NC(=O)c2ccco2)cc1NC(=O)c1ccc(C)c(C)c1	-1%	-2%	-16%	-28%	0%	-8%	-3%
10	Nc1c(-c2nc(-c3ccc(Cl)cc3)no2)nnn1-c1ccc(C(F)(F)F)c(Cl)c1	-4%	-1%	0%	0%	-2%	-1%	0%
11	Cn1c(SCC(=O)Nc2nc3ccccc3s2)ncc(C(=O)Nc2ccc(F)cc2)c1=O	-5%	-3%	0%	-5%	-5%	1%	-1%
12	CCS(=O)(=O)c1ncc(N(Cc2cccc(F)c2)Cc2ccco2)c(C(=O)Nc2ccccc2Cl)n1	-5%	-2%	-1%	-21%	-2%	3%	1%
13	Cc1cc(C)cc(NS(=O)(=O)c2ccc(-n3cccn3)cc2)c1	-35%	1%	-1%	11%	-1%	7%	1%
14	C#CCOc1ccc(-c2nnc(Nc3cccc(C)c3)c3ccccc23)cc1	10%	-1%	15%	u	0%	1%	-12%
15	Cc1ccc(-c2cc(C(=O)Nc3c(C(=O)c4ccccc4)oc4ccccc34)no2)cc1F	x	-2%	x	-9%	3%	0%	-1%
16	COc1ccc(S(=O)(=O)N(CCc2ccccc2)CC(=O)Nc2ccc(C)c(C)c2)cc1OC	x	0%	x	12%	0%	3%	2%
17	CCc1c(C)sc2c1CCN(Cc1ccccc1)C2c1ccccc1 (stereo not drawn)	-4%	0%	-20%	8%	-4%	39%[activator]	1%
18	CCOc1ccc(NC(=O)Cn2c(=O)c(CNc3ccccc3)cc3cc4c(cc32)OCCO4)cc1	-15%	0%	1%	-7%	1%	-4%	-1%
19	CC1CCN(c2ccc(-c3cccc(NS(=O)(=O)c4cccs4)c3)nn2)CC1	x	2%	x	10µM*	-2%	7.9µM*	24%
20	CCOc1ccccc1NC(=O)c1cnn2c(C(F)F)cc(-c3ccccc3)nc12	-18%	1%	-7%	-7%	3%	20%	6%
21	Cc1ccc(Cl)cc1N1CCN(C(=O)C2CCCN(S(=O)(=O)c3ccc(Br)s3)C2)CC1 (stereo not drawn)	-22%	0%	0%	-8%	3%	17%	3%
22	Cc1csc2nc(CCNS(=O)(=O)c3ccccc3)cn12	1%	0%	1%	13%	-1%	0%	0%
23	COc1ccc(NC(=O)N(Cc2nnc3n2CCCCC3)c2ccc(OC)c(Cl)c2)cc1	-16%	1%	u	-10%	-6%	-2%	-1%
24	Cn1c(=O)c2c(nc(NCc3ccccc3)n2Cc2ccccc2Cl)n(C)c1=O	-9%	0%	-4%	-15%	2%	2%	0%
25	Cc1c(NC(=O)c2sc3ccccc3c2Cl)cccc1-c1nc2ccccc2o1	x	0%	x	22%	8%	0%	0%
26	CCCSc1nc2c(c(=O)[nH]1)C(c1ccc(F)cc1F)CC(=O)N2 (stereo not drawn)	7%	-4%	16%	-6%	2%	-1%	-3%
27	Cc1cc(Nc2cccc(Cl)c2)nc2ccc(NC(=O)Cc3cccc(C(F)(F)F)c3)cc12	u	0%	6%	u	-6%	-5%	2%
28	Cc1sc2ncn(CC(=O)N(C)c3ccc(C(C)C)cc3)c(=O)c2c1S(=O)(=O)N1CCC(C)CC1	-17%	1%	9%	26%	3%	35%[activator]	0%
29	COc1ccc(-c2ccc(CCC(=O)O)n2-c2ccccc2O)cc1	-10%	0%	-10%	-27%	2%	-10%	-3%
30	CCCc1cnc2c(c1SCC(=O)Nc1c(C)cc(C)cc1C)c(=O)n(C)c(=O)n2C	-12%	-3%	8%	14%	-2%	1%	0%
31	CCn1cc2nc(SCC(=O)Nc3ccc(C)cc3C)n(Cc3ccc(C)cc3)c(=O)c2n1	-43%	2%	89µM*	u	0%	-7%	6%
32	CCOC(=O)c1ccccc1NC(=O)N(Cc1ccco1)C1CCN(C(C)=O)CC1	-22%	-1%	-3%	-19%	1%	9%	-13%
33	CCOC(=O)c1c(C)[nH]c(C)c1S(=O)(=O)N1CCC(C(=O)NCc2ccc(OC)cc2)CC1	-3%	-2%	14%	16%	2%	-6%	4%
34	Cc1ccc(CN2C(=O)C(=O)c3cc(Br)cc(C)c32)cc1	-17%	-4%	-3%	11µM*	-14%	u	-6%
35	COc1ccc(NC(=O)CSc2cn(CCNC(=O)c3ccc(OC)cc3)c3ccccc23)cc1	u	0%	u	x	-3%	x	-2%
36	COc1ccc(C(=O)NCc2ccc3c(c2)CCN3C(C)=O)c(OC)c1	7%	-3%	11%	27%	0%	0%	-9%
37	Cc1cccc(NC(=O)CCNS(=O)(=O)c2ccc3c(c2)CCCC(=O)N3)c1C	-6%	-1%	u	-8%	1%	-5%	-3%
38	CCc1ccc(N2C(=O)CSC23C(=O)N(Cc2ccc(C)cc2)c2ccccc23)cc1 (stereo not drawn)	-20%	1%	23%	41%[activator]	-2%	19%	3%
39	COc1cccc(CNC(=O)C2CCCN(S(=O)(=O)c3ccc4c(ccn4C)c3)C2)c1OC (stereo not drawn)	-5%	0%	10%	-12%	2%	-2%	-4%
40	CC(C)c1ccc(Nc2c(-c3ccc(N(C)C)cc3)nc3cnccn23)cc1	-13%	1%	-1%	9%	-3%	7%	-5%
41	O=C(CSc1nc2c([nH]c3ccccc32)c(=O)n1-c1cccc(Cl)c1)N1CCOCC1	0%	0%	-10%	4%&6%	-7%	8%&-17%	-4%
42	CC(=O)c1c(C)oc2ccc(N(C(=O)Oc3ccccc3)S(=O)(=O)c3ccc(Cl)cc3)cc12	-15%	-2%	15%	14%	0%	0%	-10%
43	COc1ccc(-c2cc3c(=O)n(CC(=O)Nc4cc(C)ccc4C)ccn3n2)cc1	-1%	0%	u	-21%	2%	-7%	-1%
44	CCc1cc2c(cc3c(=O)n(CC(=O)NCc4cccc(Cl)c4)nc(CC)n32)s1	-5%	1%	u	11%	9%	3%	0%
45	COC(=O)c1cc2oc(C)cc2n1Cc1c(C)cc(C)cc1C	-26%	2%	-1%	6%	4%	-3%	-1%

8 entries from above, with two lines to a compound.
Below each SMILES: FH mod | B2AR arrestin ag | NTMT1 inh | p53null 39C tox | GALK inhibitor | p53null 32C kill | PTAP-TSG101 blk
1. Cc1oc2ccc(O)c(CN3CCC(C)CC3)c2c1C(=O)Nc1ccccc1
→ x | 0% | x | 18% | 3% | 14% | 0%
2. Cc1ccc(NC(=O)c2cc(S(=O)(=O)N3CCC(C)CC3)cn2C)cc1Cl
→ -4% | -1% | 89µM* | 8% | -3% | 8% | -2%
3. COc1ccc(-n2ncc(C(=O)N3CCN(C4CCCCC4)CC3)c2C2CCN(C(=O)OC(C)(C)C)CC2)cc1
→ -2% | 1% | 11% | -9% | 3% | 2% | -2%
4. COc1ccc(NC(=O)Cn2c(=O)n(-c3ccc(OC)cc3)c(=O)c3ccc(C(=O)NCc4ccc(C)cc4)cc32)cc1
→ 11% | 1% | 0% | -28% | 1% | -14% | 1%
5. Nc1c(C(=O)Nc2ccccc2)sc2nc3c(cc12)CN(Cc1ccccc1)CC3
→ u | 1% | -1% | -28% | -1% | -4% | -9%
6. COc1ccc(-c2cc(C(=O)Oc3ccccc3)c3cc(C)ccc3n2)cc1
→ -43% | 0% | 6% | 1% | -16% | -5% | 2%
7. Cc1nc2sc(C(N)=O)c(N)c2c(-c2ccc(Br)cc2)c1C(=O)Nc1ccc(Cl)cc1
→ -14% | 0% | -20% | u | 3% | u | -3%
8. CCOC(=O)c1c(Nc2ccc(O)cc2)nnc(-c2ccccc2)c1-c1ccccc1
→ -6% | -2% | -2% | 13% | -12% | -4% | 2%

(further entries)
No.	canonical_smiles	FH mod	B2AR arrestin ag	NTMT1 inh	p53null 39C tox	GALK inhibitor	p53null 32C kill	PTAP-TSG101 blk
46	Cc1ccc(Nc2ncc(C(=O)N3CCN(c4ccc(F)cc4)CC3)c3ccccc23)cc1Cl	-26%	0%	0%	8%	7%	-2%	1%
47	CC1CCN(S(=O)(=O)c2cc(C(=O)NCc3ccc(F)cc3)n(C)c2)CC1	-1%	1%	-11%	1%	-2%	0%	-6%
48	COc1ccc(C(C(=O)NCc2ccccc2)N(C(=O)Cn2nnc3ccccc32)c2cccc(OC)c2)cc1 (stereo not drawn)	u	-1%	6%	-15%	8%	3%	2%
49	COC(=O)C1=C(c2ccccc2)c2ccccc2S(=O)(=O)N1CC(=O)Nc1cc(C)ccc1C	-16%	0%	5%	-4%	-5%	-4%	9%
50	N#Cc1ccc(CSc2nc3c(c(=O)[nH]2)CCCC3)cc1	-12%	-3%	2%	4%	2%	4%	-1%
51	CCCN1CCc2nc(N3CCN(C)CC3)ncc2C1	12%	-1%	4%	0%	-2%	-3%	-6%
52	CCOc1ccc(NC(=O)c2c(NC(=O)c3ccccc3F)sc3c2CCC3)cc1	-4%	0%	7%	0%	-3%	4%	1%
53	COc1ccc(NC(=O)c2cc3cc(C)ccc3[nH]2)cc1	-7%	-2%	8%	-22%	2%	-16%	2%
54	COc1ccc(OC)c(CCNC(=O)CCn2c(=O)c3cccn3c3ccc(F)cc32)c1	7%	0%	23%	227%[activator]	4%	5%	-4%
55	Cc1cc(-c2ccc(S(=O)(=O)Nc3ccccc3F)s2)on1	-5%	-1%	-6%	5%	-2%	5%	-4%
56	Cc1nnc(NC(=O)CSCc2cc(=O)c3cc(Cl)ccc3[nH]2)s1	5%	0%	6%	-3%	1%	0%	-7%

Bioassay records (PubChem)
